Source: PubChem BioAssay
HSF-1 act: increases HSF-1 driven luciferase reporter signal. NIH3T3-HGL HSF-1 luciferase reporter, MG132, 8 h; 100% = twice DMSO control signal. activation, % at 9 µM. 1.7% of 300,000 active. AID 504408;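 active = mean replicate activation of at least 50% with a set share of replicates each reaching 50%; inconclusive = only one of those two conditions met; inactive = mean below 50% and too few replicates reaching it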;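 note: 0% = median of the neutral control wells and 100% = twice that signal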
HIF act: HIF pathway transcriptional activation; U2OS HRE-luciferase reporter, luminescence; normalized: DMSO 0%, desferrioxamine 100%; AID 1910; activation, % at 7.5 µM (by protocol); 0.32% of 300,000 active;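 active = mean activation of at least 10% of the iron chelator positive control signal, with at least half of replicates also reaching 10%; inconclusive = mean and replicate majority disagree about reaching 10%; inactive = mean and most replicates under 10%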
IEC-6 tox: kills IEC-6 intestinal cells in KLF5 counter-screen. IEC-6 cytotoxicity, luminescence viability. inhibition, % at 5 µM. 0.78% of 290,000 active. AID 1825; in the data active = inhibition above about 22%;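 note: 0% = plate median of test compound wells and 100% = cytotoxic reference compound wells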
AI-2 QS modul: modulates the Vibrio harveyi AI-2 quorum sensing system | AID 2094 | Vibrio harveyi JMH597 AI-2 luminescence/OD600 ratio, 9 h; active compounds read low; strain lacks LuxN and CqsS sensors; 0 = neutral-control median | activity change, % at 7.5 µM | 0.4% of 300,000 active; in the data active = activity change below about -75%, passing the limit was not always enough; inconclusive = no clear call, values can overlap the other calls;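 note: luminescence divided by OD600 gain over 9 h not by final OD600 alone; inactives centre near 13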
HSP90 refold inh: blocks HSP90-mediated luciferase refolding in reticulocyte lysate. Rabbit reticulocyte lysate, luciferase refolding luminescence, 3 h. inhibition, % at 5.6 µM. 0.91% of 290,000 active;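 active = inhibition above the screen-wide mean plus 3 SD, computed separately per campaign, cut at about 16% in these data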;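 note: 0% = DMSO wells and 100% = 60 µM geldanamycin wells; inhibitors lower the luminescence because luciferase stays unfolded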
KLF5 inhibitor: kruppel-like factor 5 inhibition | DLD-1 KLF5 promoter-luciferase reporter, luminescence | inhibition, % at 5 µM | 0.23% of 290,000 active;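 active = inhibition above a per-plate limit of that plate's mean compound inhibition plus 3 SD, cut at about 60% in these data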;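 note: 0% = DMSO wells and 100% = LY294002 at 200 µM; higher means less KLF5 promoter-driven luciferase light; inactives centre near -14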
aSyn UTR inh: 5' untranslated region of α-synuclein, MLPCN primary screen; alpha-synuclein 5'UTR reporter, inhibitor activity; inhibition, % (tested at 7.5 µM); 0.82% of 300,000 active; in the data active = inhibition above about 60%; inconclusive = no clear call, values can overlap the other calls;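 note: H4 neuroglioblastoma cells stably carrying SNCA 5'UTR luciferase fusion; 0% = DMSO wells and 100% = positive control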
SKKanGAS inh: SKKanGAS growth inhibition | inhibition, % at 7.5 µM | 1.3% of 300,000 active | AID 1662 | S. pyogenes SKKanGAS, kanamycin growth, BacTiter-Glo, 6 h;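 active = mean replicate score, as percent of positive control median, at least 50; inconclusive = mean below 50 but one replicate at or above 50; inactive = mean and every replicate below 50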;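 note: strain carries kanamycin resistance gene driven by streptokinase promoter and grows in 40 µg/ml kanamycin; loss of luminescence reflects streptokinase promoter inhibition or plain growth inhibition; 0% = median of DMSO wells and 100% = positive control at its reference dose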
HSF1 inh: HSF1 inhibition; activity change, negative = inhibition, % at 7.5 µM (by protocol); 0.77% of 300,000 active; NIH3T3-HGL HSE-luciferase, MG132-induced, luminescence 8 h; active compounds read low; AID 2098;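 active = more than half of replicate wells show activity change below -50%, luminescence cut by over half; inconclusive = some wells, but at most half, below -50%; inactive = no replicate well below -50%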;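 note: luciferase reports HSF-1 transcriptional activity via heat shock element; 0% = median of DMSO wells and -100% = zero luminescence signal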
Platelet DG rel: platelet dense granule release activity. human platelet-rich plasma, SFLLRN dense granule ATP release, luminescence. inhibition, %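 (compounds screened at 7.5 µM in platelet-rich plasma)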. 0.22% of 300,000 active;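 active = mean replicate score, as percent of positive control, at or above 50; inconclusive = mean below 50 but at least one replicate at or above 50; inactive = mean and every replicate below 50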
Numbers without * were called inactive; ? = inconclusive; . = not tested or not shown.

SMILES	HSF-1 act	HIF act	IEC-6 tox	AI-2 QS modul	HSP90 refold inh	KLF5 inhibitor	aSyn UTR inh	SKKanGAS inh	HSF1 inh	Platelet DG rel
Cc1ccccc1C(=O)Nc1ccc(O)cc1C(=O)O	1	-0.2	-13	13	0	-16	16	4	0	3
CC(C)C(C)NC(=O)COC(=O)c1cccc(C(=O)OCC(=O)NC(C)C(C)C)n1 (centres undefined)	-7	0.2	-2	25	-5	-9	5	.	2	2
Cc1ccc(C2C(C#N)=C(N)OC3=C2C(=O)CC(C)(C)C3)s1 (centres undefined)	7	-0.4	1	14	4	-15	-2	-6	-4	4
O=C(Nc1ccc(Cl)cc1)Nc1cc(S(=O)(=O)N2CCOCC2)ccc1N1CCCC1	35	0.0	2	0	-3	-38	-7	-3	0	22
CCNS(=O)(=O)c1ccc(NS(C)(=O)=O)cc1	-2	0.0	0	42	3	-25	-10	0	-5	9
O=C(Cn1c(=O)n(Cc2ccco2)c(=O)c2c3c(sc21)CCCC3)Nc1ccccc1	-7	0.0	-7	24	12	-8	-3	9	3	21
c1ccc(-n2nnnc2-n2cnc3ccccc32)cc1	2	0.1	4	29	2	-8	22	38	-4	2
COC1C(C)=C(C)C(=O)N1Cc1ccc(F)cc1 (centres undefined)	2	0.4	-4	4	2	-4	21	8	-6	-1
COCCc1nnc(NC(=O)C23CC4CC(CC(C4)C2)C3)s1	12	0.3	-25	1	-4	-51	-43	0	-1	1
[O-][n+]1ccc(C(O)c2ccccc2)cc1 (centres undefined)	22	0.7	0	5	-3	-24	0	4	1	13
COc1ccc(/C=N/NC(=O)CCN2CCCCC2c2cccnc2)cc1Cn1cc([N+](=O)[O-])cn1 (centres undefined)	1	-0.7	-2	6	-1	-8	27	-7	3	2
Cc1nc2sc(C(=O)Nc3ccccc3Cc3ccccc3)c(C)c2c(=O)[nH]1	-2	-0.1	1	15	-3	-4	12	4	-9	7
Cn1c(=O)c(C(=O)COc2ccc(F)cc2Cl)c(N)n(Cc2ccccc2)c1=O	-2	-1.6	-6	18	2	-7	20	44	5	6
O=C(CN1C(=O)/C(=C/c2cccc(Br)c2)SC1=S)N1CCCC1	-14	-0.2	-2	15	1	-33	-4	-5	2	-28
C=CCSc1nnc2c(n1)-c1cccc3cccc-2c13	-1	-4.1	.	24	.	.	-5	6	3	-10
COc1ccc(NC(=O)c2ccc3ncsc3c2)cc1	-9	-20	0	17	13	-134	-168	1	-4	-4
O=C(Cc1cccc2ccccc12)N1CCCc2ccccc21	11	0.2	-2	-5	6	12	36	17	-1	-5
O=C(Nc1ccc(-c2csc(Nc3ccccc3)n2)cc1)c1ccccc1	-6	4.0	18	26	-3	-14	-87	5	5	0
COc1ccc(/C(O)=C2/C(=O)C(=O)N(c3ncccn3)C2c2ccc(F)cc2)cc1 (centres undefined)	11	2.5	-2	30	0	-31	-19	1	1	-8
CCc1nnc(NS(=O)(=O)c2ccc(N/C=C/C(=O)c3ccc(OC)cc3)cc2)s1	11	-0.1	-2	29	-5	-35	4	0	-1	2
O=C(CN1CCN(c2ccc(Cl)cc2)CC1)N1CCCC1	-9	2.6	-5	23	-2	-13	-5	-1	-2	2
CC(=O)N1CCN(C(=O)c2ccc(OC3CCN(CCc4ccccc4)CC3)cc2)CC1	1	0.1	-1	12	-3	-14	-17	-1	-8	11
Cc1[nH]n(-c2ccccc2)c(=O)c1N=Nc1ccccc1C(=O)O	-4	-0.4	3	4	0	-38	-16	21	-7	0
CC(CC(=O)NCc1ccc(Cl)cc1)S(=O)(=O)c1ccc2c(c1)NC(=O)CO2 (centres undefined)	30	-0.2	-7	20	-1	-52	9	-4	25	9
O=C(CSC1c2ccccc2C(=O)N1c1ccccc1)N1CCOCC1 (centres undefined)	-8	0.2	-6	10	0	-20	-1	-3	-8	7

Looked up above:
Platelet DG rel, `COCCc1nnc(NC(=O)C23CC4CC(CC(C4)C2)C3)s1` : 1
IEC-6 tox, `O=C(CN1C(=O)/C(=C/c2cccc(Br)c2)SC1=S)N1CCCC1` : -2

Returning to the listing; the 2 compounds before the break are reprinted first.
SMILES	HSF-1 act	HIF act	IEC-6 tox	AI-2 QS modul	HSP90 refold inh	KLF5 inhibitor	aSyn UTR inh	SKKanGAS inh	HSF1 inh	Platelet DG rel
CC(CC(=O)NCc1ccc(Cl)cc1)S(=O)(=O)c1ccc2c(c1)NC(=O)CO2 (centres undefined)	30	-0.2	-7	20	-1	-52	9	-4	25	9
O=C(CSC1c2ccccc2C(=O)N1c1ccccc1)N1CCOCC1 (centres undefined)	-8	0.2	-6	10	0	-20	-1	-3	-8	7
Cc1ccccc1Cn1c(=O)n(-c2ccccc2)c(=O)c2ccc(C(=O)NCc3ccco3)cc21	8	.	-4	10	4	0	28	-2	5	3
Cc1cc(C(=O)CSc2nnc(-c3cccc(F)c3)n2N)c(C)n1Cc1ccc2c(c1)OCO2	12	0.8	-1	36	-2	13	-25	9	2	3
CCOc1ccc2nc(NC(=O)CSc3nc4c(c(=O)n(C)c(=O)n4C)n3CC)sc2c1	-11	0.0	.	12	.	.	-30	4	-1	8
CCOC(=O)c1c(N)sc2c1C1CCN2CC1	-22	0.0	-2	24	-1	4	-1	2	-4	-41
COc1ccccc1/C=C1\SC(=S)N(CCC(=O)Nc2nnc(C)s2)C1=O	16	-0.2	1	27	-2	-2	-10	8	1	0
COc1ccc(-n2c(=S)[nH]c3cc(C(=O)NCCCN4CCOCC4)ccc3c2=O)cc1	-4	-1.3	-2	.	-1	-17	-8	-1	-5	2
Cc1sc2nc(C3CC3)nc(SCC(=O)N3CCCc4ccccc43)c2c1C	-2	0.0	3	16	1	-26	38	-2	8	5
CCOc1ccc(C(CC(=O)O)n2cnnn2)cc1 (centres undefined)	-6	0.1	1	14	2	-21	5	-10	1	10
CC(C(=O)NCc1ccco1)c1ccc([N+](=O)[O-])cc1 (centres undefined)	14	-0.2	-8	14	-1	-22	19	5	8	-1
CCc1ccccc1NC(=O)CC1SCCNC1=O (centres undefined)	0	-0.6	-5	23	-1	-19	18	-4	-1	-3
CC(=O)N=c1c(C#N)cc2c(=O)n3ccccc3nc2n1Cc1ccccc1	0	-0.2	-11	23	2	-43	-17	6	-4	-1
Cc1ccc(C)c(NC(=O)CCC(=O)N/N=C/c2cc([N+](=O)[O-])ccc2O)c1	-18	0.4	-5	404	2	-16	11	45	-24	-1
CCc1ccc(CCC(=O)Nc2ncc(Cc3ccccc3Cl)s2)o1	17	-25	3	22	-5	-17	-7	-13	10	-6
COc1ccc(NC(=O)c2ccc(NS(=O)(=O)c3cccc4cccnc34)cc2)cc1	15	0.2	1	8	-2	-12	13	4	1	3
CCC(O)C1CCN(Cc2cn(Cc3ccccc3)nc2-c2cc3ccccc3o2)CC1 (centres undefined)	3	0.1	5	3	-6	-14	-6	-3	5	9
Cc1ccc(C2C3=C(CC(C)(C)CC3=O)N(CCN3CCOCC3)C3=C2C(=O)CC(C)(C)C3)cc1	9	-0.9	0	16	2	-19	-12	-3	2	9
O=C(c1ccccc1)c1ccc(OC(=O)N2CCOCC2)cc1	12	0.6	-1	23	0	-28	-40	7	5	10
O=C(NNC(=O)c1cc2cc3ccccc3nc2s1)c1ccc(F)cc1	16	0.5	-2	6	-4	-15	-1	-13	-4	39
COc1cc([C@H]2[C@@H]3CCCC[C@]3(O)CCN2CC(=O)Nc2ccc(C)cc2)ccc1O	15	0.0	1	13	0	9	29	-3	-1	-1
COc1cc(C(=S)NC2CCCCC2)ccc1O	.	.	-3	34	-3	-36	-5	16	.	9
O=C(NCc1nc2ccccc2[nH]1)c1cccc(S(=O)(=O)N2CCCC2)c1	-7	-0.7	-4	11	3	-30	-14	-5	2	4
O=C(CCCSc1nc2ccccc2s1)NC1=NCCS1	-10	-0.9	2	19	2	28	22	-1	-2	0
COC(=O)CSc1nnc(-c2ccco2)o1	6	-0.4	7	27	3	-9	-3	-10	-1	-5
Cc1nc(Nc2cc(F)ccc2C)c2nnn(Cc3ccccc3)c2n1	-3	1.2	-4	.	3	-24	16	17	4	7
CCOC(=O)c1[nH]c(C)c(CCC(=O)OC)c1C	4	0.2	-12	10	-1	-16	8	-1	10	1

3 entries picked at random from the list so far, as already listed:
SMILES	HSF-1 act	HIF act	IEC-6 tox	AI-2 QS modul	HSP90 refold inh	KLF5 inhibitor	aSyn UTR inh	SKKanGAS inh	HSF1 inh	Platelet DG rel
O=C(NNC(=O)c1cc2cc3ccccc3nc2s1)c1ccc(F)cc1	16	0.5	-2	6	-4	-15	-1	-13	-4	39
Cc1cc(C(=O)CSc2nnc(-c3cccc(F)c3)n2N)c(C)n1Cc1ccc2c(c1)OCO2	12	0.8	-1	36	-2	13	-25	9	2	3
O=C(CCCSc1nc2ccccc2s1)NC1=NCCS1	-10	-0.9	2	19	2	28	22	-1	-2	0

(list continues)
SMILES	HSF-1 act	HIF act	IEC-6 tox	AI-2 QS modul	HSP90 refold inh	KLF5 inhibitor	aSyn UTR inh	SKKanGAS inh	HSF1 inh	Platelet DG rel
COc1ccc(NC(=O)CSc2nc3c(cc2C#N)CN(C)CC3)cc1	-3	1.5	.	18	.	.	-8	3	-3	2
Cc1ccc(C(=O)N2CCC(C(=O)NC3CCCC3)CC2)cc1	-9	0.5	2	20	-1	-19	-1	0	-6	-6
Cc1nn(-c2ccccc2)c(Cl)c1/C=N/NC(=O)CNC(=O)c1ccccc1Cl	25	0.4	6	43	0	-4	25	4	8	-2
CCC(=O)Nc1ccc(NC(=O)c2cc3ccccc3o2)c(OC)c1	?	7.8	-2	.	-3	-114	-134	0	19	-3
COc1ccccc1C(=O)OCC(=O)Nc1ccc(OC(F)F)cc1	-6	0.1	-2	-8	2	-13	-9	6	1	-7
COC(=O)c1cc(NC(=O)CN2CCC(C(N)=O)(N3CCCCC3)CC2)cc(C(=O)OC)c1	-8	-0.5	-3	-9	-2	7	-30	1	-7	4
CC1(C)S[C@@H]2[C@H](NC(=O)C(C(=O)O)c3ccccc3)C(=O)N2[C@H]1C(=O)O (some centres undefined)	.	.	1	22	0	-2	.	.	.	.
CCN(CC)S(=O)(=O)c1ccc(C(=O)NNC(=O)c2csc(N3CCOCC3)n2)cc1	-3	0.5	.	10	.	.	8	0	-6	.
c1ccc(Nc2nc(-c3ccncc3)nc3ccccc23)cc1	-9	0.5	-3	38	-5	-14	13	-9	-2	-18
COc1ccc(C2=NN(C(C)=O)CC2c2cccc([N+](=O)[O-])c2)cc1 (centres undefined)	3	-0.4	-5	22	1	-25	-13	-8	6	6
